Bioassay records deposited in PubChem by Johns Hopkins Ion Channel Center.
Kir21 block: Kir2.1 (mouse) channel inhibition; AID 1672; B-score at 10 µM; HEK293-Kir2.1, FluxOR thallium flux fluorescence; hits give low values; 310,000 tested, 0.85% active;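 active = fluorescence ratio B-score at or below minus 3 SD of library scores, with starting-brightness B-score within 2 SD, cut at about -4.2 in these data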;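 also: channel flux triggered by added potassium and thallium sulfate stimulus; B-score of peak minus minimum fluorescence over baseline after thallium stimulus; more negative B-score means stronger Kir2.1 block with less thallium influx; some compounds called inactive have numbers as strong as hits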
Target sequence (P35561 whole entry, looked up): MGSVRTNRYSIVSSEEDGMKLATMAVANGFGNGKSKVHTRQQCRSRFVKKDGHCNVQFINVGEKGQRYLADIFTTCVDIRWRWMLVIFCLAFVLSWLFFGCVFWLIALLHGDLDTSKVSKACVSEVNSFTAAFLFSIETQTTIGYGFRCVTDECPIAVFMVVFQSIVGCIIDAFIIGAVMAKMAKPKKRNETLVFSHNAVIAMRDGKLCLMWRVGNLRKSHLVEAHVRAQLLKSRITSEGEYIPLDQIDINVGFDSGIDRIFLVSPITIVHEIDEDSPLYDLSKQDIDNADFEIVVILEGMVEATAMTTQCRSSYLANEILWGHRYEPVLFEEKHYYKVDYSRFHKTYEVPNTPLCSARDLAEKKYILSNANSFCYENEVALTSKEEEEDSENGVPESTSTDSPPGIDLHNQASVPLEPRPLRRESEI
CHT inh: human CHT choline transport inhibition; B-score at 10 µM; 310,000 tested, 0.86% active; CHT-expressing cells, membrane potential dye, choline response; hits give low values;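 active = B-score over 3 SD under the library average, and starting fluorescence ratio not unusually high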;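 also: choline stimulus applied at its EC90 after an EC20 pre-addition; B-score computed on integrated fluorescence ratio after choline addition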
Target sequence (Q9GZV3 whole entry, looked up): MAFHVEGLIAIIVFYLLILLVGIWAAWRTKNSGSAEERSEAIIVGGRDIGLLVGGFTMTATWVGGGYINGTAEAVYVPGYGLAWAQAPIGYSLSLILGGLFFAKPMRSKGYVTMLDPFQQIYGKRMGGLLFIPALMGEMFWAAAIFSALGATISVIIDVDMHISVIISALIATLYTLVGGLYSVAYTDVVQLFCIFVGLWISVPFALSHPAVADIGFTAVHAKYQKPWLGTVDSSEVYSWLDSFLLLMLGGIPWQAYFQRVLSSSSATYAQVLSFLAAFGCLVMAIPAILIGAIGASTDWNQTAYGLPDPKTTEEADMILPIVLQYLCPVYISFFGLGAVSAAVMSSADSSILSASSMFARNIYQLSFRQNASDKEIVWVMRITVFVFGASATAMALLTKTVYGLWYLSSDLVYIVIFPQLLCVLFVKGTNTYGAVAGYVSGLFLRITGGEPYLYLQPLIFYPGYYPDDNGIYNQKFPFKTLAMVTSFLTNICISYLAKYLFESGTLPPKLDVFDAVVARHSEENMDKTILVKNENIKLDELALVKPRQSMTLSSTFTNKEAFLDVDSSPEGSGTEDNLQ
* = called active by the depositor; i = inactive; . = not tested or not shown.

SMILES	Kir21 block	CHT inh
Cc1cccc(N2CCN(C(=O)CN3C(=O)NC(C)(C)C3=O)CC2)c1C	-1.6	i
O=c1c(-c2ccnn2-c2ccc(F)cc2)cnc2n1CCS2	-0.74	i
Cc1c(NC(=O)C(C)OC(=O)c2cc(Cl)ccc2O)c(=O)n(-c2ccccc2)n1C (stereo not given)	1.6	i
O=C1CC(c2cccc([N+](=O)[O-])c2)c2c(ccc3ccccc23)N1 (stereo not given)	0.05	i
O=C(NC1CCN(Cc2ccccc2)CC1)c1cc(-c2ccccn2)nc2ccccc12	-0.14	i
CCn1cc(CN2CCCC(CNS(=O)(=O)c3ccc(OC)cc3)C2)cn1 (stereo not given)	0.07	.
CCCC(=O)NCCc1nc2ccccc2n1CC(=O)c1ccccc1	1.9	i
COc1ccccc1NS(=O)(=O)c1ccc2oc(=O)ccc2c1	0.5	i
COc1ccccc1NS(=O)(=O)c1cc(-c2cc(C)no2)ccc1OC	-1.8	i
Oc1ccccc1Nc1nc(-c2ccccc2O)nc2ccccc12	1.7	i
O=C(NC12CC3CC(CC(C3)C1)C2)c1cccc(OC(F)F)c1	1.1	i
CCOC(=O)c1c(C)[nH]c(C=Nc2ccc(OC)cc2)c1O	1.3	i
CC(C)c1ccc(S(=O)(=O)N2CCN(CCC(=O)Nc3ccc(N(C)C)cc3)CC2)cc1	-0.87	.
Cc1ccc(C)c(/C(O)=C2/C(=O)C(=O)N(CCN3CCOCC3)C2c2ccc(C)o2)c1 (stereo not given)	0	i
COc1ccc(CCNC(=O)CN(c2cc(C)cc(C)c2)S(=O)(=O)c2c(C)noc2C)cc1OC	0.02	i
CCOc1cc(/C=N/NC(=O)c2cc(C3CC3)[nH]n2)ccc1O	-0.18	i
COc1ccc(Cn2c(C)nnc2-c2cnn(C)c2N)cc1OC	-0.93	i
Cc1cccc(OCCCOc2cccc3cccnc23)c1C	0.68	i
O=C(O)c1cc(-c2ccccc2Cl)n(-c2cccc(Cl)c2)n1	0.92	i
COc1ccc(Nc2ncnc3ccc(Br)cc23)c(OC)c1	-1.1	i
CC1(C)CC(O)C(C(O)c2cccc([N+](=O)[O-])c2)C(C)(C)N1 (stereo not given)	-2.8	i
Cc1c(C)n2c(SCC(=O)N3CCCCCC3)nnc2[nH]c1=O	1.5	i
O=C(NCCN1CCCC(O)C1)c1cc(COc2ccc(F)cc2Cl)on1 (stereo not given)	-0.03	i
O=C(c1cccc(NS(=O)(=O)c2ccc(F)cc2)c1)N1CCN(c2ccccc2)CC1	0.04	i
COc1cc(NC(=O)Cn2c(-c3cncs3)nc3ccccc32)cc(OC)c1OC	-0.06	i

New compounds follow.
SMILES	Kir21 block	CHT inh
O=C(NC1CCN(Cc2ccccc2)CC1)C1COc2ccccc2O1 (stereo not given)	-1.4	i
CCO/C=C1\C(=O)N(c2ccc(OCC)cc2)C(=O)c2ccccc21	0.28	i
Cc1cc(NS(=O)(=O)N(C)C)ccc1C(C)C	-1.7	i
CCCN1CCC(=O)N([C@H](CO)CC(C)C)CC1	-0.47	i
N[C@@H](CO)c1nnc([C@H](CCC(=O)O)NC(=O)C2CCNCC2)o1	0.08	i
Cc1cc(C)n(C(=O)c2ccc(C)o2)n1	1.2	i
COc1ccc(NC(=S)Nc2ccc(C)c(Cl)c2)cc1OC	-3.4	i
COc1ccccc1CNC(=O)c1oc2ccccc2c1C	0.17	i
Cc1ccc(NC(=O)c2cc(N3C(=O)C=CC3=O)ccc2N2CCOCC2)cc1Cl	-2.1	i
Cc1ccc(-n2c(SCC(=O)NCc3ccco3)nc3c([nH]c4ccccc43)c2=O)cc1	1	i
Cc1ccc(OCC(=O)Nc2ccc(CN3CCOCC3)cc2)cc1C	0.33	i
COCC(=O)Nc1ccc(S(=O)(=O)Nc2cc(C)nc(C)n2)cc1	-5.4	i
COC(=O)C1=CN(Cc2ccc(OC)cc2)C=C(C(=O)OC)C1c1ccsc1	0.26	i
CC1CN(C(=O)CCC(=O)NCCCN2CCC(Cc3ccccc3)CC2)c2cc(Cl)ccc2O1 (stereo not given)	-9.2*	i
CC(=O)OCCCN1C(=O)c2ccc(Br)cc2C1=O	-0.33	i
C=C(C)COc1ccc(-c2[nH]ncc2-c2ccc(OC)c(OC)c2)c(O)c1	0.11	i
O=C(NN1C(=O)C2C3C=CC([C@H]4CC34)[C@@H]2C1=O)c1ccc(Br)cc1 (stereo not given in full)	0.3	i
COc1cccc(OCc2cc(C(=O)N(Cc3nccn3C)C(C)C)no2)c1	-0.29	i
Cc1ccc(C)c(CSc2nnc(C)c(=O)[nH]2)c1	-1.2	i
NS(=O)(=O)c1cccc(NC(=S)NC(=O)c2cccc([N+](=O)[O-])c2)c1	2.1	i
CCOC(=O)N1CCc2c(sc(NC(=O)c3ccc(Cl)s3)c2C(N)=O)C1	.	i
COCCCn1c(C)nnc1SCC(=O)NCc1ccco1	-0.21	i
O=C(CSc1nnc(-c2ccccc2)o1)N1CCc2ccccc2C1	-0.75	i
COc1cccc(/C=C/C(=O)NCc2ccc3c(c2)OCO3)c1	-1.1	i
CC12CC(NC(=O)N1c1cccc(C(=O)N3CCN(c4ccccc4)CC3)c1)c1ccccc1O2 (stereo not given)	-0.53	i

Following part:
SMILES	Kir21 block	CHT inh
CC1(C)C(=O)N(c2ccccc2)C(=O)c2ccccc21	-1.3	i
O=C(c1ccccc1SCc1ccccc1)N1CCOCC1	-2.7	i
CCOC(=O)C1=C(C)N(C2CCCCC2)C(=O)C1	0	i
C/C(=N\NC(=O)NC1CCCCC1)c1ccc(OC(F)F)cc1OC(F)F	1.6	i
Cn1c(Cc2cccs2)n[nH]c1=S	3	i
COc1ccc(NC(=O)CSCC(=O)Nc2nnc(C)s2)cc1	0.89	i
CCOc1ccc2[nH]c3c(N4CCc5ccccc5C4)ncnc3c2c1	1.1	i
COc1cc(CNc2ncc(-c3ccc(Cl)cc3)n2C)cc(OC)c1OC	0.6	i
CCCc1cc(=O)[nH]c(SCC(=O)Nc2ccc(Br)cc2)n1	0.27	i
O=S(=O)(Nc1ccc2c(c1)OCCO2)c1ccc(F)c(F)c1	-1.4	i
O=C(c1ccccc1)c1ccc(Sc2ccc([N+](=O)[O-])cc2)cc1	-0.84	i
C/C(=N\NC(N)=O)c1ccc(-n2ccnc2)cc1	0.45	i
C=CCc1cc(C)ccc1OCC(O)CN1CCN(c2ccccc2)CC1 (stereo not given)	-0.63	i
CCCc1nnc(NC(=O)C(=O)NCCN(CC)CC)s1	1.6	.
Cc1ccc(CNC(=O)c2ccc(N3CCC4(CC3)CC(c3cccc(Br)c3)=NO4)c(NC(=O)c3ccco3)c2)cc1	0.26	i
COCCn1c(SCC(=O)Nc2ncc(C)s2)nc2sc3c(c2c1=O)CCC3	-0.29	.
CSc1nc(C)cc(OCNC(=O)c2cccs2)n1	0.99	i
C/C(=N\NC(=O)CSc1nc2ccccc2s1)c1cccnc1	-0.89	i
CCNC(=O)NC(=O)COC(=O)c1cccc(S(=O)(=O)N2CC3(C)CC2CC(C)(C)C3)c1 (stereo not given)	-0.91	i
CCC(=O)NCCn1ccc2ccccc21	-0.57	i
Cc1ccccc1Nc1ccc(S(=O)(=O)N2CCOCC2)cc1[N+](=O)[O-]	-0.5	i
Cc1ccc(S(=O)(=O)N(CC(=O)NCCSC2CCCCC2)c2ccccc2F)cc1	0.57	i
CCc1cc2c(=O)n(-c3ccc(Br)cc3)cnc2s1	2.3	i
COc1cc(CNCc2ccccc2)c(Br)cc1OC1CCCC1	-3.7	i
CC(C)OC(=O)/C(=C\c1ccc2c(c1)c1ccccc1n2C)NC(=O)c1ccccc1	-1.5	i

Entries shown so far that contain a nitro group on carbon:
SMILES	Kir21 block	CHT inh
O=C1CC(c2cccc([N+](=O)[O-])c2)c2c(ccc3ccccc23)N1 (stereo not given)	0.05	i
CC1(C)CC(O)C(C(O)c2cccc([N+](=O)[O-])c2)C(C)(C)N1 (stereo not given)	-2.8	i
NS(=O)(=O)c1cccc(NC(=S)NC(=O)c2cccc([N+](=O)[O-])c2)c1	2.1	i
O=C(c1ccccc1)c1ccc(Sc2ccc([N+](=O)[O-])cc2)cc1	-0.84	i
Cc1ccccc1Nc1ccc(S(=O)(=O)N2CCOCC2)cc1[N+](=O)[O-]	-0.5	i

Further structures follow:
SMILES	Kir21 block	CHT inh
C=CCOc1c(CNc2ccc3[nH]c(=O)[nH]c3c2)cccc1OC	-0.08	i
Cc1c(Cl)cccc1NC(=O)CC1NCCNC1=O (stereo not given)	-0.15	i
Cc1cc(C)cc(C(=O)NCC(=O)OCC(=O)N(C)c2ccccc2)c1	-0.11	i
COc1ccc(CCNC(=O)C(=O)NCC2OCCN2S(=O)(=O)c2ccc(C)cc2)cc1 (stereo not given)	-0.8	i
CCc1ccc(NC(=O)C2CCN(S(=O)(=O)c3ccc4[nH]c(=O)ccc4c3)CC2)cc1	0.27	i
COc1ccc(N=Nc2ccc(O)c3ncccc23)cc1	-1.3	i
CN(C(=O)c1ccc(S(=O)(=O)N(C)C)cc1)c1ccc2ccccc2c1	-0.84	i
C=C(C)Cn1c(SCC(=O)O)nnc1-c1ccccc1	0.12	i
COc1ccc(NC(C(=O)Nc2cccc(C(C)=O)c2)c2ccccc2)cc1 (stereo not given)	-0.59	i
CCN(CC)C(=O)C1CCC(CNS(=O)(=O)c2cccc3nsnc23)CC1 (stereo not given)	2.4	i
O=C(C1CCCC1)N1CCN=C1SCc1cccc([N+](=O)[O-])c1	-0.6	i
COc1ccccc1C(=O)NCCCN1CCCC1=O	0.14	i
Cc1onc(-c2ccccc2)c1C(=O)N1CCC(C)CC1	-0.3	i
CC1=C(C(=O)O)N2C(=O)C(NC(=O)c3nn(C)cc3Cl)C2SC1 (stereo not given)	-0.17	i
CCC(c1nnnn1Cc1ccco1)N1CCC(C(N)=O)CC1 (stereo not given)	0.73	i
O=C(NCCc1ccc(Cl)cc1)c1ccc2nc[nH]c2c1	-0.53	i
Cc1cc(C)c(NC(=O)CN2C(=O)NC3(CCOc4ccccc43)C2=O)c(C)c1 (stereo not given)	-0.7	i
O=C(COC(=O)c1cn(-c2ccccc2)nc1-c1cccs1)NC1CC1	0.01	i
O=C(Nc1nccs1)c1ccc(NC(=O)c2ccco2)cc1	0.68	i
Cc1ccc(NC(=O)CSc2n[nH]c(-c3ccncc3)n2)c(C)c1	0.81	i
CC1CCCCN1C(=O)CSc1nc(N)nc(N)n1 (stereo not given)	0.66	i
CN(C)c1cccc(C(=O)NCC(c2ccco2)N(C)C)c1 (stereo not given)	0.45	i
COc1ccc(-n2cnnc2SCC(=O)Nc2cc(C(C)(C)C)nn2-c2ccccc2)cc1	-0.7	i
CCOC(=O)c1[nH]n(-c2ccc(Cl)cc2)c(=O)c1C	0.04	i
COc1cc(CN2CCNC(=O)C2CC(=O)N2CCCCO2)cc(OC)c1 (stereo not given)	0.03	i

3 compounds already listed, sorted by their value in Kir21 block, low to high.
SMILES	Kir21 block	CHT inh
Cc1cc(C)cc(C(=O)NCC(=O)OCC(=O)N(C)c2ccccc2)c1	-0.11	i
COc1ccccc1C(=O)NCCCN1CCCC1=O	0.14	i
Cc1ccc(NC(=O)CSc2n[nH]c(-c3ccncc3)n2)c(C)c1	0.81	i

Remaining list, next part.
SMILES	Kir21 block	CHT inh
CCC(C)NC(=O)CSc1nc2c(sc(=S)n2Cc2ccco2)c(=O)n1-c1ccccc1 (stereo not given)	-0.17	i
Cc1cc(C)c2oc(C(=O)N(Cc3ccccc3)C3CCS(=O)(=O)C3)cc(=O)c2c1 (stereo not given)	0.68	i
Cc1cc(C)cc(N(CCC#N)C(=O)COC(=O)c2ccccc2SCC(=O)N2CCCC2)c1	1.3	i
CCN1CCCC1CNC(=O)C1CCN(C(=O)c2cc3sccc3n2Cc2ccc(F)cc2)CC1 (stereo not given)	-0.12	i
COc1ccc(NC(=O)c2nc[nH]c2C(=O)N[C@@H](C)c2ccccc2)cc1	-0.42	i
CCOc1cc(C)c(S(=O)(=O)Nc2ccc(Cl)cn2)cc1C	-0.06	i
CCC(CC)C(=O)Nc1cccc(C(=O)NC(C)(C)C)c1	-1.1	i
CCc1ccc(Nc2ncc3c(n2)CC(C)CC3=O)cc1 (stereo not given)	-0.56	i
CCCOC(=O)C1C2C=CC3(CN(c4cccc(Cl)c4)C(=O)C13)O2 (stereo not given)	-0.83	i
CCOC(=O)c1ccccc1NC(=O)c1cccc([N+](=O)[O-])c1	1.4	i
COc1ccc(CC(=O)Nc2sc3c(c2C(N)=O)CCCC3)cc1	-2.1	i
Brc1cc2ccccc2[n+](Cc2ccccc2)c1	-0.3	i
COc1cc(OC)cc(N(C(=O)C2COc3ccccc3O2)C(C(=O)NC2CCCCC2)c2ccc(O)cc2)c1 (stereo not given)	0.1	i
O=C(CN1CCCCCC1)Nc1ccc([N+](=O)[O-])cc1Cl	-0.79	i
CCOc1ncccc1C(=O)Nc1nnc(C)s1	0.06	i
CCOC(=O)C1CCCN(C(=O)Cn2nc(C)n3c(cc4c(OC)cccc43)c2=O)C1 (stereo not given)	0.99	i
O=C(c1cc(COc2ccc(F)cc2Cl)on1)N1CC[C@@H]2CCCC[C@H]2C1	1.8	i
COc1cc(/C=C2/N=C(c3ccccc3)OC2=O)c(F)cc1OCc1ccccc1	0.84	i
CCOC(=O)C1=C(c2ccccc2)Nc2ncnn2C1c1cc(OC)cc(OC)c1OC (stereo not given)	1.1	i
O=C(N/N=C/c1cccnc1)c1ccc(NC(=O)c2ccccc2Cl)cc1	-0.8	i
Cc1occc1C(=O)Nc1cccc([N+](=O)[O-])c1	-0.55	i

In the list so far, 2 contain a tert-butyl group.
SMILES	Kir21 block	CHT inh
COc1ccc(-n2cnnc2SCC(=O)Nc2cc(C(C)(C)C)nn2-c2ccccc2)cc1	-0.7	i
CCC(CC)C(=O)Nc1cccc(C(=O)NC(C)(C)C)c1	-1.1	i

Three records picked at random from the list so far:
SMILES	Kir21 block	CHT inh
O=C(CN1CCCCCC1)Nc1ccc([N+](=O)[O-])cc1Cl	-0.79	i
CCOc1cc(C)c(S(=O)(=O)Nc2ccc(Cl)cn2)cc1C	-0.06	i
COc1cc(/C=C2/N=C(c3ccccc3)OC2=O)c(F)cc1OCc1ccccc1	0.84	i
